# Screens as filed in PubChem BioAssay.
# Cav3 T inh: human Cav3.2 channel inhibition, primary screen | O95180 | AID 449739 | B-score at 10 µM | actives 4% (n = 100,000) | Cav3.2-expressing cells, Fluo-4 calcium fluorescence FDSS; stronger effect = lower value;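 active = single-dose well whose peak fluorescence ratio is a statistical outlier from its plate by either plate-standardised score or position-corrected B-score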
# Target sequence (O95180 whole entry, looked up): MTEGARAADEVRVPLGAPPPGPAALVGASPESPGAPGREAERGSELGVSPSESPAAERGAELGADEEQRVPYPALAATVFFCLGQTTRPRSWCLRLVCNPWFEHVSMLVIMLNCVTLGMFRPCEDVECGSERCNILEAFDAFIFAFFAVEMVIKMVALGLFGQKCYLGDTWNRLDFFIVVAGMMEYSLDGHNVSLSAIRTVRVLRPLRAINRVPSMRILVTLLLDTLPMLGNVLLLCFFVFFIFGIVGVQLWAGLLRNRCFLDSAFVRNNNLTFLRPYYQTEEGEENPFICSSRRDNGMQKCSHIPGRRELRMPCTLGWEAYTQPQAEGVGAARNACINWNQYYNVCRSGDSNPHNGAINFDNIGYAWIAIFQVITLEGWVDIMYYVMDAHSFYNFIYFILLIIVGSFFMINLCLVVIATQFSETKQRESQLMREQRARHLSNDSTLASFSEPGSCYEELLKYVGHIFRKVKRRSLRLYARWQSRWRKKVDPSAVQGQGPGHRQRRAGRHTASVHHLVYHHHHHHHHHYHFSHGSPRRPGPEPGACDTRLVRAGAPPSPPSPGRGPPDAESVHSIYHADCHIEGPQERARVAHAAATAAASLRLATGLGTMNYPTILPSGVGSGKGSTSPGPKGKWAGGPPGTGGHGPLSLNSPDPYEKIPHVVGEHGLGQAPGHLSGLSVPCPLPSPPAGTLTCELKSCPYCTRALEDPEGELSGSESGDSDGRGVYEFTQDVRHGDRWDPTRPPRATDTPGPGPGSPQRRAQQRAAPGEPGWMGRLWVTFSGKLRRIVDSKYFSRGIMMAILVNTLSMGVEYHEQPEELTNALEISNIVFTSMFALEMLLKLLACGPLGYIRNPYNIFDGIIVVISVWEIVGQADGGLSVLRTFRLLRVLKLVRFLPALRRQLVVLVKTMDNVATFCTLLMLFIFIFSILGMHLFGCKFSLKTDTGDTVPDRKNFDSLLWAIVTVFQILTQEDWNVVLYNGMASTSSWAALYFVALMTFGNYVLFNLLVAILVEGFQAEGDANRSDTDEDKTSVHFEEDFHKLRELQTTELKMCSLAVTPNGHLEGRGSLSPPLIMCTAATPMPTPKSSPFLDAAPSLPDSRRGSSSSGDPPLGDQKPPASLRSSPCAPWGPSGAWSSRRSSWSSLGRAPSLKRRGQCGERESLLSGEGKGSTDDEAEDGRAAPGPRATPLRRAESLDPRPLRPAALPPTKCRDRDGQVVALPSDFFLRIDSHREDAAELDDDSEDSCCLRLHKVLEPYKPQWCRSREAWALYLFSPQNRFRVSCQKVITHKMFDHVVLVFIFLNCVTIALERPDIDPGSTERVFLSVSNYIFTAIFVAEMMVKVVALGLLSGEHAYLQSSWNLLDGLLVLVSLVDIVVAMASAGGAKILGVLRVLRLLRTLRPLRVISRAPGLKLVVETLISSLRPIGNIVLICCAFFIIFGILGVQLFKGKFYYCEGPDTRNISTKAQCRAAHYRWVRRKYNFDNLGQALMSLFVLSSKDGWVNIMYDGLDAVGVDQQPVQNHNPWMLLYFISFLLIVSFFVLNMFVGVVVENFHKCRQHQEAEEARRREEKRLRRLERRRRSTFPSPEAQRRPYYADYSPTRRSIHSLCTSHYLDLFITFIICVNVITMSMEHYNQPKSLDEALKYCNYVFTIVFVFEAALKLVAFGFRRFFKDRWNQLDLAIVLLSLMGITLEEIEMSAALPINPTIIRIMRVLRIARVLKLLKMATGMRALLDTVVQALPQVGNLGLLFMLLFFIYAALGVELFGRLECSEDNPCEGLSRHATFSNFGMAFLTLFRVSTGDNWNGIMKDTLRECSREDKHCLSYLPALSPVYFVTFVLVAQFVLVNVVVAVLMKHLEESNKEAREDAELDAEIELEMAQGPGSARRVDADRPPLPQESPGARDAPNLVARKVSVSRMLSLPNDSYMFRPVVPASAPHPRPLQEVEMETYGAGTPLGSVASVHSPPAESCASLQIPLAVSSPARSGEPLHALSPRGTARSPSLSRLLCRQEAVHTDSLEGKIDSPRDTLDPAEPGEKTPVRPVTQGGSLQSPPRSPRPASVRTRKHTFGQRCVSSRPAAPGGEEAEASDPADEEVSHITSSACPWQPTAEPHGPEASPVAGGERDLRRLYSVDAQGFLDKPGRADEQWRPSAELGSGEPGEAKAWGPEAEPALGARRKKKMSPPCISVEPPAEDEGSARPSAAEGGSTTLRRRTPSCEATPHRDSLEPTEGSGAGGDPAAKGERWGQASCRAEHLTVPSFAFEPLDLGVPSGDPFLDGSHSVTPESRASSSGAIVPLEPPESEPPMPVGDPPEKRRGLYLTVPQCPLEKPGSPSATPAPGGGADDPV
# * hit, by the source's call. Not all compounds are listed; count on the stated rates, not on these rows.
SMILES,Cav3 T inh
N#Cc1nc(-c2ccco2)oc1N1CCC(Cc2ccccc2)CC1,-3
Cc1sc(N/N=C/c2cccnc2)nc1-c1ccccc1,0.073
CCC(C(=O)NCc1ccco1)n1nc(-c2ccc(OC)cc2)ccc1=O (stereo not given),-0.024
CC(=O)c1cccc(NC(=O)CN2C(=O)COc3ccc(Cl)cc32)c1,-0.86
O=C(CSc1nnnn1C1CCCCC1)Nc1ccc2c(c1)OCO2,-0.22
Cc1ccc(S(=O)(=O)N2CCOCC2)cc1C(=O)NC1CCCCC1,-0.021
Cc1ccc(C)n1-c1ccc(C(=O)NCC2CCCO2)cc1 (stereo not given),-0.11
Cc1ccc(S(=O)(=O)NNC(=O)c2snnc2C)cc1,0.009
CCOc1cc(C)c(C(C)C)cc1S(=O)(=O)N1CCN(C)CC1,0.36
Cc1cc2cc3c(cc2nc1SCC(=O)OC(C)C)OCO3,-0.72

# Reprinted from the part before: eight compounds, then new ones.
SMILES,Cav3 T inh
CCC(C(=O)NCc1ccco1)n1nc(-c2ccc(OC)cc2)ccc1=O (stereo not given),-0.024
CC(=O)c1cccc(NC(=O)CN2C(=O)COc3ccc(Cl)cc32)c1,-0.86
O=C(CSc1nnnn1C1CCCCC1)Nc1ccc2c(c1)OCO2,-0.22
Cc1ccc(S(=O)(=O)N2CCOCC2)cc1C(=O)NC1CCCCC1,-0.021
Cc1ccc(C)n1-c1ccc(C(=O)NCC2CCCO2)cc1 (stereo not given),-0.11
Cc1ccc(S(=O)(=O)NNC(=O)c2snnc2C)cc1,0.009
CCOc1cc(C)c(C(C)C)cc1S(=O)(=O)N1CCN(C)CC1,0.36
Cc1cc2cc3c(cc2nc1SCC(=O)OC(C)C)OCO3,-0.72
CCc1nnc(NC(=O)CSc2nc3c(c(=O)n2C)SC(C)C3)s1 (stereo not given),0.35
COc1ccc(OC)c(Nc2nc(-c3ccc(O)c(O)c3)cs2)c1,0.00031
CC(=O)Nc1ccc(S(=O)(=O)N(Cc2ccccc2)C(C)C)cc1,-1.1
c1ccc(C[n+]2cccc3c4ccccc4ccc32)cc1,0.066
COc1cc2c(cc1OC)CN(CC(=O)Nc1cccc(C)c1)CC2,0.11
CCCCn1c(C)cc(C)c(S(=O)(=O)c2ccccc2C)c1=O,-2.9
O=C(NCCCNCCCNC(=O)c1ccccn1)c1ccccn1,-0.44
CCOC(=O)CC(=O)CSc1nc2sc(C)cc2c(=O)n1Cc1ccco1,0.26
CC1CN(CCc2ccccc2)c2nc3c(c(=O)[nH]c(=O)n3C)n2C1 (stereo not given),1.2
Cc1ccc(C)c(CSc2nnc(-c3cccnc3)n2N)c1,0.58
Nc1nonc1C(=O)N/N=C/c1ccc(-c2cccc([N+](=O)[O-])c2)o1,0.29
Cc1oc(-c2cccc(Cl)c2)nc1CN1CCC(C(=O)NCc2ccco2)CC1,-4.3*
O=C(NC1CCCC1)c1ccc(S(=O)(=O)N2CCOCC2)cc1,0.14
COc1ccc(C(C)=O)cc1CSc1nc2cc(Cl)ccc2o1,-0.12
O=C(CCN1C(=O)C2CC=C(Cl)CC2C1=O)NC1CCCCC1 (stereo not given),0.025
Cn1c(=Nc2ccc(N3CCOCC3)cc2)ccc2ccccc21,0.48
CCCn1nc2cc(C(=O)NCCc3cccs3)ccc2c1OCC,0.14
Cc1cc2nnc(SCC(=O)OC(C)C)n2c2ccccc12,0.33
C#CCNC(=O)C1=C[C@@H](c2ccc(C#C)cc2)C[C@@H](OCCCCO)O1,0.12
COc1ccc(C2/C=C\CN(C(=O)c3ccccc3)CC(=O)N2Cc2ccc(F)cc2)cc1 (stereo not given),0.085

# Structures above shown as hits in Cav3 T inh:
SMILES,Cav3 T inh
Cc1oc(-c2cccc(Cl)c2)nc1CN1CCC(C(=O)NCc2ccco2)CC1,-4.3*

# Remaining list, next part.
SMILES,Cav3 T inh
O=C(c1ccco1)N1CCN(S(=O)(=O)c2ccc(C3CCCCC3)cc2)CC1,-0.56
CCN1CCN(C(=O)/C=C\C(=O)O)CC1,-0.0054
Cc1nc2ccccc2c2oc(C(=O)N3CCC(N4CCCCC4)CC3)cc12,1.4
CCCNS(=O)(=O)c1cc(Br)cc2c1N(C(=O)CC)CC2,0.74
O=S(=O)(c1cccc(-c2nnco2)c1)N1CCCC1,0.0047
Cn1c(=O)c2c(ncn2CC(=O)N2CCc3ccccc3C2)n(C)c1=O,0.36
COC(=O)c1ccc(NC(=S)NC2CCCCC2)cc1,0.75
FC(F)(F)c1cc(CCN2C(=S)NC[C@@H]2CC2CCCCC2)cc(C(F)(F)F)c1,-1.6
O=C(NCC1OCCc2ccccc21)c1ccco1 (stereo not given),0.64
O=C(O)Cn1c(-c2ccccc2)nc2ccccc21,-1.2

# Sorted by value in Cav3 T inh (descending): four of the compounds above.
SMILES,Cav3 T inh
CCCNS(=O)(=O)c1cc(Br)cc2c1N(C(=O)CC)CC2,0.74
O=C(NCC1OCCc2ccccc21)c1ccco1 (stereo not given),0.64
O=S(=O)(c1cccc(-c2nnco2)c1)N1CCCC1,0.0047
FC(F)(F)c1cc(CCN2C(=S)NC[C@@H]2CC2CCCCC2)cc(C(F)(F)F)c1,-1.6

# The listing continues.
SMILES,Cav3 T inh
CCC(C)(C)NC(=O)CN(C(=O)CCC(=O)Nc1ccccn1)c1ccc(F)c(Cl)c1,-2
COC1(OC)N=C(N)C2(C#N)C(c3ccc4c(c3)OCO4)C12C#N (stereo not given),-0.13
Cc1ccc2nc(SCc3nnc(-c4cccs4)o3)[nH]c2c1,-0.46
CCN1C(=O)c2cccc3c(NC(=O)C4CCCCC4)ccc1c23,0.06
CCCCOc1ccc(NC(=O)c2cnc(C)cn2)cc1,-0.19
CC1CN(S(=O)(=O)c2cccc3nsnc23)CC(C)O1 (stereo not given),-0.07
CSc1ccccc1NC(=O)COc1ccccc1Cl,0.049
O=C(Nc1ccc(Oc2ccc3ccccc3c2)cc1)c1ccco1,-0.13
CN(C)S(=O)(=O)c1ccccc1C#N,0.13
Clc1ccc(N2CCCCCC2)nn1,0.42
O=C(CCc1ccccc1)Nc1ncc2c(n1)CCCC2=O,0.88
CC(C)CNC(=O)c1c2c(nc3ccccc13)-c1ccccc1CC2,-1.2
Fc1cccc(Oc2nc3ccccc3n3cccc23)c1,0.34
O=C(Nc1cc(C(F)(F)F)ccc1Cl)c1cc(C2CC2)on1,-0.57
CCCC(=O)Nc1nnc(-c2cccc(OCC)c2)s1,0.093
CCn1c(SCC(=O)NCCOC)nc2sc(C)c(C)c2c1=O,0.85
O=C(NCCc1ccccc1)c1cc(-c2ccc3c(c2)OCO3)on1,1.2
Cc1ccc(NC(=O)COc2ccc(C(=O)NCCc3ccccc3)cc2)cc1,-1.5
COc1ccc2nc(-c3ccc(F)cc3)sc2c1,0.095
CCOC(=O)c1cnc2ccc(OCC)cc2c1N1CCN(C)CC1,2.9
O=C(O)CC1NC(=S)N(c2ccccc2)C1=O (stereo not given),0.022
Cc1cc(C(=O)N=Nc2c(O)n(C(C)C)c3ccccc23)n[nH]1,-0.36
CCc1nnc(NC(=O)CSc2nc3ccccc3c(=O)n2CCCOC)s1,0.91
Cc1cccc2cc3c(NC(=O)c4ccccn4)nn(C)c3nc12,-0.68
COc1nc(Oc2ccc(C(=O)OCC(N)=O)cc2)nc(N(C)C)n1,0.91
COC(=O)C1=C(C)N(CCc2cc(OC)c(OC)c(OC)c2)C(=O)N[C@H]1c1ccccc1,-0.46
O=C(NC1CC1)C1=C[C@@H](c2c[nH]c3ccccc23)C[C@@H](OCCCCO)O1,0.35
Clc1ccc(-n2c(SCc3nc4ccccc4[nH]3)nnc2-c2ccncc2)cc1,0.24
COC(=O)c1cc(-c2cccc(OC)c2)n[nH]1,0.35
O=C(c1ccco1)N1CCN=C1SCc1cccc(F)c1,-1.2
CCN(CC)C(=O)COc1ccc(-c2ccccc2)cc1,-1.4
CCc1nc2ccccc2n1Cc1cc(=O)n2cc(C)ccc2n1,0.65
O=C(Oc1nsnc1N1CCOCC1)c1ccccc1,-0.43
Cc1nc2nc(COc3ccccc3)[nH]n2c(=O)c1Cl,0.098
O=C(OC1CCCCC1)c1ccc(NC(=O)c2ccco2)cc1,-1.3
CCCc1cc(=O)oc2c3c(c4c(c12)OC(C)(C)C=C4)OC(C)C(C)C3O (stereo not given),-6.8*
Cc1ccc2c(CN3CCN(S(=O)(=O)c4ccc5c(c4)OCCO5)CC3)cc(=O)oc2c1C,-2
CN(C(=O)c1ccno1)c1nnc(-c2cnccn2)s1,-0.07
O=C(CCCc1ccccc1)NCc1cccnc1,0.011
Cc1cc(C(=O)Nc2sc3c(c2C#N)CCCC3)no1,0.16
CN(C)CCNc1nc(-c2ccccc2)nnc1C(F)(F)F,-0.51
Cc1cc(=O)oc(C)c1C(=O)Nc1ccc2nsnc2c1,0.12
O=[N+]([O-])c1cc(S(=O)(=O)N2CCCC2)ccc1N/N=C/c1cccs1,-0.058
C=CCN1C=CC(=O)CC1,1.2
CCOc1ccc(C(=O)CN2CCN(S(=O)(=O)c3ccc(OC)cc3)CC2)cc1,-0.17
O=S(=O)(NCC1CCCO1)c1ccc(Br)s1 (stereo not given),-3.5
CCOCCc1nnc(NC(=O)CN2C(=O)c3ccccc3C2=O)s1,0.31
CCC(=O)c1ccc(OCC(=O)O)cc1,1.2
COc1cc(NC(=O)C2CCCO2)c(OC)cc1NC(=O)c1ccccc1 (stereo not given),-0.032
CCOC(=O)c1cc2c(=O)n3cccc(C)c3nc2n(Cc2ccco2)c1=NC(=O)c1cccnc1,-0.27
# Next results:
SMILES,Cav3 T inh
COC(=O)c1ccc(CSc2nnc(Nc3cccc(OC)c3)s2)o1,-0.62
O=C(c1cccc(F)c1)N1CCC(O)(c2cccnc2)CC1,1.6
O=C(NCCN1CCOCC1)c1ccccc1Oc1ccccc1,0.62
CC(C)(C)n1ncc2c(=O)n(CC(=O)NCc3ccco3)cnc21,1.2
CCn1c(CCCNC(=O)c2ccc(F)cc2)nc2ccccc21,0.58
CSc1nc2ccccc2cc1/C=C(\C#N)c1ccccc1,0.93
COc1ccc(N2CCCn3c2nc2c3c(=O)n(CCN3CCOCC3)c(=O)n2C)cc1,-0.74
O=C1CC(N2CCC(Cc3ccccc3)CC2)C(=O)N1CCc1ccccc1 (stereo not given),-0.77
CCc1nc2sc3ccccc3c(=O)c2c(=O)n1Cc1ccco1,-0.094
COc1ccc(-n2nc(C(=O)NCC(=O)NCc3ccco3)c3ccccc3c2=O)c(OC)c1,-0.37
C=CCc1cc(C)ccc1OCCn1ccnc1,0.068
O=C(CCN1C(=O)C2C3C=CC(C3)C2C1=O)NCc1cccnc1 (stereo not given),-1.5
CC1CCc2nc3ccc(S(=O)(=O)N4CCC(C(=O)NC5CCCC5)CC4)cc3c(C(=O)O)c2C1 (stereo not given),0.26
Cc1cc(C)nc(N2CCCC(C(=O)Nc3nnc(C(C)C)s3)C2)n1 (stereo not given),1.2
Cn1ncc(Cl)c1C(=O)NC(=S)Nc1sc2c(c1C#N)CCCCC2,-0.21
CCCCOC(=O)n1c(SCC(=O)N(C)C)nc2ccccc21,-0.067
CN(C)c1nc(-c2ccccn2)nnc1-c1ccccc1,-0.61
COC(=O)[C@H](Cc1ccccc1)NC(=O)N1CCC(C)CC1,2.2
O=C1COc2ccc(C(=O)NCc3ccco3)cc2N1,0.97
C=CCn1c(COc2ccc(F)cc2)nnc1SCC(=O)N1CC(=O)Nc2ccccc21,0.31
CCN1CCc2c(sc3c2c(NCc2ccco2)nc2nnnn23)C1,0.56
CCCCOC(=O)C(NC(=O)c1ccccc1)=C(C)C,0.033
Cc1ccc2nc(-c3ccc(S(=O)(=O)N4CCOCC4)cc3)cn2c1,0.3
Cc1ccc(C(=O)NCCCN2CCOCC2)cc1N1CCCC1=O,0.51
Cc1cc(C(=O)COC(=O)CN(C)S(=O)(=O)c2ccc(Cl)cc2)c(C)n1CC1CCCO1 (stereo not given),-2.7
Cc1cc(=O)oc2c(C)c(OCC(=O)N(C)C)ccc12,0.043
CCCCOc1ccc(S(=O)(=O)NC(=O)NCc2ccc(OCCC)cc2)cc1,-3.5*
Cc1ccc(-n2c(C)cc(/C=c3/sc4nc5ccccc5n4c3=O)c2C)cc1,0.28
COc1ccc2c(CC(=O)OCC(=O)NC(=O)c3cccn3C)coc2c1,0.73
COc1cccc(CNc2nc3nc4c(c(=O)n3[nH]2)CCC4)c1,-0.11
O=S(=O)(c1ccc(F)cc1)N1CCC(O)(c2ccc3c(c2)OCO3)CC1,0.0035
COCc1cc(=O)[nH]c2cc(NC(=O)C(C)(C)CCl)c(C)cc12,-0.03
CC(=O)N1CCC(N(C(=O)Nc2ccc(C)c(C)c2)C2CCCC2)CC1,0.065
CC(C)OCCCNC(=O)c1sc(=S)n(C)c1N,-0.16
COc1ccccc1NC(=O)C(=O)NNC(=O)c1ccco1,-0.14
Cc1ccc(-c2nnc(N3CCN(S(C)(=O)=O)CC3)c3ccccc23)cc1,3
O=C(Nc1cnc2ccccc2c1)c1ccco1,0.44
OC(CN1CCN(c2ccccc2)CC1)c1ccc2c(c1)CCN2 (stereo not given),0.09
CCN1C(=O)N[C@@H](c2ccccc2)[C@H](C(C)=O)[C@H]1C,0.02
NC(=O)COc1ccc(NC(=O)OCc2ccccc2)cc1,0.036
CCOc1ccc2c(c1)nc(SCC(=O)c1ccc(Br)s1)n2C,-1.1
Cc1noc(C)c1S(=O)(=O)N1CCC(C(=O)N2CCN(c3ccccc3Cl)CC2)CC1,1.6
CCOc1cc2c3c(c1)C(C)CC(C)(C)N3C(=O)C2=O (stereo not given),-0.21
O=C1/C(=C/c2ccc(F)c(F)c2)CSc2sccc21,-0.16
O=C(Nc1nnc(C23CC4CC(CC(C4)C2)C3)s1)c1ccc(N2C(=O)CCC2=O)cc1,0.01
Cc1cc(NS(=O)(=O)c2ccc(NC(=O)C(c3ccccc3)c3ccccc3)cc2)no1,-1.7
CNc1cc(CSC)nc(SCc2ccc(Cl)cc2Cl)n1,-0.54
CCN(CC)c1ccc(C(=O)OCC(=O)c2ccco2)cc1,0.15
Cc1[nH]nc2c1C1(CCN(C(=O)OCc3ccccc3)CC1)C(C#N)=C(N)O2,-0.69
CCn1c(=O)c2cc(C(=O)N3CCN(C(=O)c4ccco4)CC3)sc2c2ccccc21,0.38
# Next entries.
SMILES,Cav3 T inh
CCCCCCC1NC(C(=O)O)CS1 (stereo not given),-0.083
Nc1nnc(CCS(=O)(=O)c2cc(Cl)ccc2Cl)s1,0.47
CCCCOc1cccc(OCCCC)c1C(=O)Nc1cc(C)on1,-3.8
CC1(C)CC(NC(=O)CCC2CCCC2)CC(C)(C)N1,0.3
